Screening data deposited in PubChem by several laboratories.
FBA Mtb inh = inhibitors of M. tuberculosis fructose-bisphosphate aldolase. P9WQA3. purified M. tuberculosis FBA, fluorescence read-out. inhibition, % at 1 µM. actives 2.3% (n = 360,000); in the data active means inhibition above about 27%;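 further: 0% = vehicle and 100% = reference inhibitor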
Target sequence (P9WQA3 whole entry, looked up): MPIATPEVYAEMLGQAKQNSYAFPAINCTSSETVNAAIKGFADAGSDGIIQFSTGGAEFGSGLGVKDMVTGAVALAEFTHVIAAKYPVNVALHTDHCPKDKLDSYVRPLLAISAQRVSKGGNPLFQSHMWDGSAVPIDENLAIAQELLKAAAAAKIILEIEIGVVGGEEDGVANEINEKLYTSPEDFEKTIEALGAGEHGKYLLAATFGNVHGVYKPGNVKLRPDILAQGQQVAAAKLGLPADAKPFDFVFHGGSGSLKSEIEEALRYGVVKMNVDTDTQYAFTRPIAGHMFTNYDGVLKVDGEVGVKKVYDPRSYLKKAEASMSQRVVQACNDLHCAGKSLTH
GDH-TPI inh = counter-screen for M. tuberculosis FBA inhibitors: GDH-TPI coupled enzymes. GDH-TPI coupled enzyme counterscreen, NADH absorbance. inhibition, % at 4.8 µM. actives 1.2% (n = 360,000). AID 588335;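 further: 0% = DMSO wells and 100% = wells lacking the enzyme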
UGM FP inh = Mtb UDP-galactopyranose mutase inhibition; purified UGM, fluorescence polarization probe displacement; inhibition, % at 10 µM; actives 0.06% (n = 320,000); AID 504406; in the data active means inhibition above about 10%, passing the limit was not always enough; inconclusive means no clear call, values can overlap the other calls
Target sequence (P9WIQ1 whole entry, looked up): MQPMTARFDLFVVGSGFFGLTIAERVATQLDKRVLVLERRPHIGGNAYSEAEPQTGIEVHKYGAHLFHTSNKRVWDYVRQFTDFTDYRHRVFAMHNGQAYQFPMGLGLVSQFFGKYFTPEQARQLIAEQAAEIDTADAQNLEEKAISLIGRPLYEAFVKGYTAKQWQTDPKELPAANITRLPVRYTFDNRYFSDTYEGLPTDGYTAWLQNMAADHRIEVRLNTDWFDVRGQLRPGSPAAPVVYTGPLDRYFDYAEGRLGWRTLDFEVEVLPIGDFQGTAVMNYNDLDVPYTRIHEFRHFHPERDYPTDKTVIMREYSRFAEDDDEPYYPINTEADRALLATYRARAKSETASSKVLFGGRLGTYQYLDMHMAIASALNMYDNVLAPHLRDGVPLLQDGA
BioA inh = blocks M. tuberculosis BioA enzyme activity. purified M. tuberculosis BioA enzyme, plate reader. inhibition, % at 9.99 µM. actives 0.096% (n = 360,000); in the data active means inhibition above about 40%; inconclusive means no clear call, values can overlap the other calls
BoNT F protease = inhibitors of Botulinum neurotoxin F light chain protease; AID 588497; inhibition, % at 10 µM; Multiplex microsphere protease cleavage assay, flow cytometry; actives 0.22% (n = 360,000); in the data active means inhibition above about 35%, passing the limit was not always enough; inconclusive means no clear call, values can overlap the other calls; further: plate controls were buffer without enzyme for full effect and enzyme alone for no effect
PrPC TRFRET = reduces human prion protein on the cell surface. AID 720596. inhibition, % at 13.8 µM. actives 0.43% (n = 370,000). cell surface PrPC, TR-FRET read-out; in the data active means inhibition above about 24%; further: 0% = median of the test wells and 100% = reference compound wells
BoNT A protease = blocks Botulinum neurotoxin A light chain protease | multiplex microsphere protease substrate cleavage, flow cytometry | inhibition, % at 10 µM | actives 0.17% (n = 360,000); in the data active means inhibition above about 30%; inconclusive means no clear call, values can overlap the other calls; further: plate controls were buffer without enzyme for full effect and enzyme alone for no effect
FadD28 FP inh = M. tuberculosis FadD28 bisubstrate binding inhibition | FadD28 bisubstrate probe binding, fluorescence polarization | inhibition, % at 12.5 µM | actives 0.22% (n = 360,000); in the data active means inhibition above about 8.5%, passing the limit was not always enough; inconclusive means no clear call, values can overlap the other calls
CCHF vOTU inh = blocks the CCHF virus ovarian tumor domain protease | actives 0.55% (n = 370,000) | CCHFV vOTU protease, Pep-AMC fluorescence | inhibition, % at 11.5 µM; further: 0% = vehicle wells with enzyme and 100% = no enzyme wells
* = called active by the depositor; ? = inconclusive; . = not tested or not shown; & = joins results of further samples. Unless noted, no stated cut-off is given here; in the data, active means inhibition above about 30%; inactive means the rest. This is a random part of the collection (roughly 4.8% active in at least one column).

molecule	GDH-TPI inh	UGM FP inh	FBA Mtb inh	PrPC TRFRET	BioA inh	BoNT A protease	FadD28 FP inh	CCHF vOTU inh	BoNT F protease
C(#CCN1CCOCC1)COCc1ccccc1	-8	1.3	0	7	0.3	-0.2	-2.2	5	13
CCCCN(C(=O)C1CCN(C(=O)c2ccccc2C)CC1)c1c(N)n(CCCC)c(=O)[nH]c1=O	-2	-3.4	5	6	-2.5	-0.5	0.7	5	3
O=C(/C=C/c1ccco1)N1CCCC(c2ccccc2)C1 (stereo not drawn)	-2	2.9	6	-4	.	1.8	-0.1	-11	-1
CCCCCCN1C[C@H](n2cc(C3CC3)nn2)[C@@H](O)C[C@@H]1c1ccc(OC)cc1	-6	.	-1	2	0.9	-0.1	-5.3	11	6
CCN1CCN(CC(=O)c2c[nH]c3ccccc23)CC1	-7	-0.8	-14	1	-0.3	-2.0	-3.9	8	?
Cc1noc(NC(=O)c2ccccc2Cl)c1C#N	2	0.3	-1	4	-1.6	0.3	0.6	-2	0
O=C(CNCc1cccs1)NC12CC3CC(CC(C3)C1)C2	1	1.2	2	5	.	-0.7	-0.9	-12	-7
CCOc1ccc(CCNC(=O)c2cccc(NC3=NC4CS(=O)(=O)CC4S3)c2)cc1OCC (stereo not drawn)	6	-1.8	2	-5	-3.3	-0.5	-0.7	3	-4
Cn1c(=O)cc(SCC(=O)NCC2COc3ccccc3O2)c2ccccc21 (stereo not drawn)	8	-1.6	-3	-3	-1.5	0.9	-1.7	-19	11
O=C(NCCSc1c[nH]c2ccccc12)c1ccc(Br)o1	-4	0.2	-1	9	1.1	-0.2	-0.4	8	-3
CCOc1ccc(S(=O)(=O)NCCC(=O)NC2CCCCC2)cc1	2	-3.1	4	-2	-1.3	-5.0	-1.1	-4	-3
Cc1nc(NCCN2CCOCC2)c2nnn(Cc3ccccc3Cl)c2n1	10	1.6	-1	2	-1.3	0.4	-2.4	-8	2
O=C(NC(=S)Nc1ccc2c(c1)OCCO2)c1cccc2ccccc12	4	0.9	0	-6	.	-0.3	-1.7	-6	-1
CSc1ncc(C(=O)Nc2ccc(Br)cn2)c(C)n1	3	2.5	1	9	1.7	4.6	-1.2	4	-11
COc1ccc2cc(CN(CC3CCCO3)C(=S)Nc3ccccc3)c(=O)[nH]c2c1 (stereo not drawn)	10	2.0	7	6	.	-0.9	-6.4	13	-3
CCOC(=O)Cc1csc(NC(=O)COC(=O)/C=C/c2ccc(OC)cc2)n1	14	2.4	8	-2	-1.2	.	-1.0	8	.
O=C(/C=C/c1ccccc1)NC(=S)N1CCSCC1	2	-2.1	1	0	.	-0.5	-1.9	-8	-1
COC(=O)c1ccc(N2C(=O)C3CC(C)=C(C)CC3C2=O)cc1 (stereo not drawn)	-3	-2.8	3	4	.	-1.2	-5.0	-11	-1
Cc1ccc(C(=O)N2CCCc3ccccc32)c(Cl)c1	8	.	-3	3	-0.5	-0.5	-0.5	-6	5
COc1ccc(CCNS(=O)(=O)c2cnc(Cl)c(Br)c2)cc1OC	11	0.2	2	3	0.2	0.3	-1.2	-1	-5
Cc1ccc(OCC(=O)N/N=C/c2ccncc2)cc1	1	1.0	0	5	2.6	-1.0	0.2	14	-22
CC(C)Cc1nn2c(=O)cc(CSCC(=O)Nc3ccccc3F)nc2s1	13	3.4	2	9	8.4	9.9	-1.8	-4	24
CN(C)c1ccc(Sc2ccc3nc(N)nc(N)c3c2)cc1	0	.	1	33*	0.1	-0.4	-3.3	-7	-8
CCN(CC)C1=NC=CC(c2ccccc2)=CC1C (stereo not drawn)	-3	2.8	-9	-13	0.2	0.9	-3.9	-13	4
COc1cc(NC(=S)NCc2ccc(S(N)(=O)=O)cc2)c(OC)cc1Cl	-2	-2.7	-4	-3	.	-0.9	-1.2	-8	-4
Cn1c(=O)cc(SCC(=O)N2CCC3(CC2)OCCO3)c2ccccc21	14	-1.0	2	-5	0.0	0.2	-3.8	-10	8
CC1CCC(=O)N(CCC#N)CC1 (stereo not drawn)	-3	1.3	1	-3	-3.3	0.0	-2.1	10	6
COCCCNC(NC(=O)c1ccc(C)cc1)C(Cl)(Cl)Cl (stereo not drawn)	5	-0.4	-5	-2	-2.4	-1.5	-3.4	12	-5
O=[N+]([O-])c1ccccc1Nc1nc(-c2cccnc2)cs1	5	-0.2	-10	-19	1.2	-2.4	-1.8	1	?
CCCCC1(Cc2cccc([N+](=O)[O-])c2)C(=O)N(c2ccccc2)N(c2ccccc2)C1=O	5	-1.0	0	2	-0.8	-0.2	-2.2	7	-12
CC[C@H](C)[C@@H](C(=O)NCCCCCCCCCCC(=O)N1CCNCC1)n1cc(CCCCN=C(N)N)nn1	9	-2.7	1	7	-0.4	-0.5	-5.2	10	-31
CC12CC3CC(C)(C1)CC(C(=O)NCc1ccco1)(C3)C2	-3	-1.0	4	-3	.	0.0	-0.4	2	0
c1ccc(-n2nnnc2N2CCOCC2)cc1	3	-4.3	4	-6	-0.4	-0.4	-1.3	5	-14
Oc1ccc(/C=N/Nc2ccc3ccccc3c2)c(O)c1	7	1.7	4	-6	1.1	2.7	-2.1	5	-12
COc1ccccc1NC(=O)c1ccc(S(=O)(=O)N2CCCC(C)C2)cc1 (stereo not drawn)	1	-2.5	-3	11	-1.5	0.6	-0.9	-2	3
Nc1cc(=O)nc(SCc2ccccc2)n1Cc1ccco1	-3	2.8	1	-7	9.0	0.1	-1.2	0	27
COc1ccc(C2c3ccc(O)cc3Oc3ncn(CC(C)C)c(=N)c32)cc1 (stereo not drawn)	20	-0.4	-1	-5	9.2	-0.2	-1.5	5	-1
CN(C)S(=O)(=O)c1cc(NC(=O)COC(=O)CC2CC3CCC2C3)ccc1Cl (stereo not drawn)	4	1.0	-3	-7	-1.0	2.8	2.2	-3	5
COCCCn1c(=O)c2ccccc2n(Cc2ccccc2C)c1=O	-1	-1.6	2	10	-0.6	-3.7	-0.9	14	?
O=C(/C=C/c1ccc(N2CCOCC2)cc1)c1ccccc1	12	1.2	-6	1	.	9.5	0.8	-6	0

Structures from the list above with bromine, in the order listed:
molecule	GDH-TPI inh	UGM FP inh	FBA Mtb inh	PrPC TRFRET	BioA inh	BoNT A protease	FadD28 FP inh	CCHF vOTU inh	BoNT F protease
O=C(NCCSc1c[nH]c2ccccc12)c1ccc(Br)o1	-4	0.2	-1	9	1.1	-0.2	-0.4	8	-3
CSc1ncc(C(=O)Nc2ccc(Br)cn2)c(C)n1	3	2.5	1	9	1.7	4.6	-1.2	4	-11
COc1ccc(CCNS(=O)(=O)c2cnc(Cl)c(Br)c2)cc1OC	11	0.2	2	3	0.2	0.3	-1.2	-1	-5

Further records:
molecule	GDH-TPI inh	UGM FP inh	FBA Mtb inh	PrPC TRFRET	BioA inh	BoNT A protease	FadD28 FP inh	CCHF vOTU inh	BoNT F protease
c1cnc2c(c1)ccc1ncccc12	3	0.2	-2	0	-3.7	1.2	-1.5	2	6
CC(=O)c1sc(NC(=O)CSCc2c(C)noc2C)nc1-c1ccccc1	9	-4.3	-4	-13	-0.1	-2.7	.	5	-3
Cc1nc(N)[nH]c(=O)c1CCCNS(=O)(=O)c1ccc([N+](=O)[O-])cc1	9	.	-2	-15	3.5	-0.4	-2.6	10	-8
CC(C)(C)OC(=O)NC(Cc1ccccc1)C(=O)O (stereo not drawn)	10	-0.9	-3	1	-1.5	-0.7	1.3	-5	-4
CCCNCc1cc(OCC)c(OCC(=O)Nc2ccccc2)cc1Br	6	2.3	-4	2	.	-1.1	-3.5	-4	-2
CC(C)NC(=O)C1(C)CCN1C(=O)c1cccn1C (stereo not drawn)	-3	.	-3	-4	-0.2	-0.5	-5.1	-6	-5
O=C(N/N=C/c1cc2c(cc1Br)OCO2)c1ccccn1	31*	-1.7	4	-3	-1.2	0.2	-0.2	3	-2
CCC(=O)Nc1ccccc1Nc1cc(C#N)c(C#N)cc1[N+](=O)[O-]	-5	2.5	-3	-31	0.4	0.0	-2.3	3	2
COc1cc(NC(=S)NCCN2CCOCC2)cc(OC)c1OC	-37	-5.1	0	-3	.	-0.5	-6.7	-7	1
O=C(N1CCN(CCO)CC1)N1c2ccccc2CCc2ccccc21	0	-2.2	-1	3	0.1	0.3	-5.0	-10	6
COC(=O)C1=C(C(=O)OC)[C@@H]2N(C)c3ccc(OC)cc3[C@@]23C[C@@H](C(=O)OC)N(C(=O)c2cccs2)C3=N1	7	0.2	1	.	-0.4	0.0	5.8	.	0
COC(=O)CN(C(=S)Nc1ccc(F)cc1)C1CC(=O)N(c2ccc(OC)cc2)C1=O (stereo not drawn)	10	-0.6	2	1	-1.0	?	-0.1	-11	-3
O=C(OC1CCOC1=O)c1ccc(-c2nc3ccccc3s2)s1 (stereo not drawn)	30	-1.4	37*	-11	-0.3	1.2	-0.3	-33	-14
O=C(O)CN1C(=O)/C(=C/c2ccccc2Br)Oc2ccccc21	8	0.0	83*	4	-1.2	-1.1	-1.0	-26	16
CCc1nc2ccc(C(=O)NCc3ccc4c(c3)OCO4)cn2c1N(CC)CCN(C)C	-7	.	3	-2	-2.5	0.5	0.6	6	10
COc1ccc2c(C)c(CCC(=O)NC3CC3)c(=O)oc2c1C	19	1.1	162*	-3	-0.8	0.1	-2.8	-42	-6
C[C@@H]1CCCCO[C@H](CN(C)Cc2ccc3c(c2)OCO3)[C@H](C)CN([C@@H](C)CO)C(=O)c2cc(NC(=O)c3ccccc3)ccc2O1	6	.	0	-10	0.8&-0.6	0.0	-0.7	8	-1
CCOc1ccc(NS(=O)(=O)c2cc(C(=O)NCCCN3CCOCC3)ccc2C)cc1	-14	-1.5	4	6	-2.7	-0.3	0.4	5	-4
CCOC(=O)C1CCC(CNCc2ccc(Cl)cc2)CC1 (stereo not drawn)	0	0.5	-1	-3	.	-0.3	-0.6	-10	-7
Cc1ccc(-n2ncc3c(NCC4CCCO4)ncnc32)c(C)c1 (stereo not drawn)	0	1.4	1	2	1.0	1.0	-2.1	5	2
CCc1cc2c(=O)oc(-c3ccc(F)cc3)nc2s1	17	0.2	1	9	0.0	1.0	-0.3	-6	?
COc1cccc(N(CC(=O)Nc2cccnc2)S(C)(=O)=O)c1	5	-2.6	1	5	1.5	-1.0	-0.3	22	-8
O=C1c2ccccc2C(=O)N1CCCCN(C(=O)c1cc([N+](=O)[O-])ccc1Cl)c1ccc(Cl)cc1	-4	-1.5	-2	-3	.	0.2	-2.3	-1	0
CC1CC(C)CN(CCCNC(=O)Cn2ncc3c(=O)oc4ccccc4c32)C1 (stereo not drawn)	2	0.1	0	2	-0.2	-0.4	0.1	-3	-1
CCc1nc2c(OCCc3cccc(OC)c3)cccn2c1N(C=O)Cc1ccc(OC)cc1	12	.	4	3	-1.0	0.4	-3.6	3	0
CC1CCc2nn(CC(=O)N3CCN(C(=O)c4ccco4)CC3)cc2C1 (stereo not drawn)	-6	0.8	-1	-6	-0.6	0.3	-3.6	3	-6
NNC(=O)/C(=C\c1ccco1)NC(=O)c1ccco1	35*	0.0	-1	3	-0.4	1.4	-2.3	3	?
CCCCc1nnc(NC(=O)C(C)Sc2nc(N)cc(=O)[nH]2)s1 (stereo not drawn)	-8	1.0	2	10	-0.9	5.1	-1.0	-1	6
O=C(O)CC(Cc1ccccc1)(C(=O)O)c1ccccc1 (stereo not drawn)	3	1.4	0	4	-0.4	-0.5	-0.6	-11	-30
C#CCN1N=C(c2ccc(C)cc2)CSC1=O	8	1.2	-4	-3	-0.8	.	-2.9	-16	.
CCOC(=O)c1cnn(-c2ccccn2)c1N	-8	-2.3	-1	-6	-2.1	-0.1	-5.4	0	-3
CN(CC(=O)Nc1ccc(Cl)c(C(F)(F)F)c1)C(=O)c1ccccc1SCC(=O)N1CCCC1	-5	.	3	-1	-2.4	0.3	-3.5	-5	-5
O=C(O)CSc1nnc(CSc2nc3ccccc3s2)n1-c1ccccc1	-1	1.9	2	-4	1.4	-0.5	-1.5	3	-3
